# SIAE inh – blocks human sialic acid acetylesterase. Q9HAT2. SIAE FP-Rh probe binding, fluorescence polarization. inhibition, % at 9.66 µM. 370,000 compounds, 0.69% hits. AID 1053197;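 active = inhibition above a cutoff: mean of compounds within the control limits plus 3 SD of those, cut at about 17% in these data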;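 also: 0% = plate median of compound wells and 100% = probe without SIAE protein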
# rCAG RNA binder – molecules binding r(CAG) RNA repeats; r(CAG) RNA repeat, TO-PRO-1 dye displacement fluorescence; inhibition, % at 3 µM; 370,000 compounds, 1.3% hits; AID 651821;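 active = inhibition above the plate cutoff, the mean of all test compounds on that plate plus 3 SD, cut at about 35% in these data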;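 also: 0% = DMSO alone and 100% = 100 µM mitoxantrone as full dye displacement; higher means more dye released from RNA so lower well fluorescence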
# HTRA1 inhibitor – inhibitors of human serine peptidase HTRA1; inhibition, % at 5.96 µM; recombinant HTRA1, FP-rhodamine activity-based probe, fluorescence polarization; AID 504803; 340,000 compounds, 0.5% hits; Q92743; in the data active = inhibition above about 36%;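 also: 0% = enzyme with DMSO and 100% = wells lacking enzyme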
# MBD2 inh – blocks human MBD2 binding to methylated DNA | Q9UBB5 | TR-FRET, MBD2 binding to methylated oligonucleotide | inhibition, % at 4.4 µM | 370,000 compounds, 0.31% hits | AID 686964; in the data active = inhibition above about 13%
# Target sequence (Q9UBB5 whole entry, looked up): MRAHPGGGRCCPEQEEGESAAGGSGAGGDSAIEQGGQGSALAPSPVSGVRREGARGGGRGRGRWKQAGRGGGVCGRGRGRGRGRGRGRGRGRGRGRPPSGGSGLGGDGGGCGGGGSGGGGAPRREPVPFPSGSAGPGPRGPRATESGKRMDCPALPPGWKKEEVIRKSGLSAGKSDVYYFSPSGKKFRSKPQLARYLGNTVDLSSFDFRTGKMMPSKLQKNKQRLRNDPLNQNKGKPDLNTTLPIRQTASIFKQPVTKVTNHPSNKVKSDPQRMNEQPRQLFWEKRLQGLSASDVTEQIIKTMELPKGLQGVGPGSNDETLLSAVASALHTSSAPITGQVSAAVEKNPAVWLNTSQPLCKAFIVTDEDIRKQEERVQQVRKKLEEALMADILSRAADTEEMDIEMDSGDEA
# LEDGF integ inh – blocks HIV-1 LEDGF/p75-dependent DNA integration; inhibition, % at 3.7 µM; TR-FRET IN-LEDGF/p75 DNA integration, Eu/Cy5; AID 743269; 370,000 compounds, 0.64% hits;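 active = inhibition above the screen-wide mean plus 3 SD, cut at about 13% in these data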;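 also: signal is the Cy5 over europium emission ratio at 671 and 618 nm; 0% = plate median of compound wells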
# NPR2 activator – GC-B (human) receptor activation. P20594. HEK293-GC-B cells, CNP EC30, cGMP TR-FRET; 0% at EC30 CNP, 100% saturating CNP. activation, % at 10 µM. 370,000 compounds, 0.11% hits;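 active = activation at 10 µM reaching about 35% in either raw or pattern-adjusted values, limit read from the data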
# TDP2 inh – blocks human TDP2 phosphodiesterase activity; O95551; recombinant TDP2, T5PNP hydrolysis, p-nitrophenol absorbance 415 nm; inhibition, % at 12.8 µM; 370,000 compounds, 0.34% hits; AID 720702;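 active = inhibition above the mean of all tested compounds plus 3 SD, set per campaign, cut at about 25% in these data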;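 also: 0% = DMSO with enzyme and 100% = buffer with substrate but no TDP2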
#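 Material: recombinant human TDP2; quantity: TDP2 enzyme at 120 nM final; medium: Tris-HCl pH 7.5 with MgCl2; compound: single concentration, 12.8 µM nominal, with 1% DMSO; incubation: 2 h enzyme incubation at 37 °C; signal: epi absorbance; measure: percent inhibition; benchmarks: high control without enzyme, low control DMSO plus TDP2; repeats: singlicate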
# PRMT1 FP inh – PRMT1 (human) inhibition, primary screen; Q99873; recombinant PRMT1, activity-based probe fluorescence polarization; inhibition, % at 2.79 µM; 370,000 compounds, 1.3% hits;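 active = inhibition above about 21% made by adding two undisclosed values, limit read from the data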
# TCR-CD3 inh – blocks the human TCR-CD3 interaction; 360,000 compounds, 0.37% hits; inhibition, % at 9.4 µM; AID 651800; TAMRA-labeled TCR probe fluorescence, biochemical; in the data active = inhibition above about 19%;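 also: recombinant mutant TCR 2C K166C tagged with TAMRA read by polarization; 0% = receptor in buffer alone and 100% = receptor with positive control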
# mABHD4 FP – ABHD4 (mouse) inhibition, primary FP screen | Q8VD66 | purified mABHD4, FP-Rh probe fluorescence polarization | inhibition, % at 8.92 µM | 370,000 compounds, 0.54% hits;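 active = inhibition exceeding the mean over every tested compound plus 3 SD, cut at about 30% in these data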;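 also: 0% = plate median of compound wells and 100% = S159A mutant with DMSO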
# Target sequence (Q8VD66 whole entry, looked up): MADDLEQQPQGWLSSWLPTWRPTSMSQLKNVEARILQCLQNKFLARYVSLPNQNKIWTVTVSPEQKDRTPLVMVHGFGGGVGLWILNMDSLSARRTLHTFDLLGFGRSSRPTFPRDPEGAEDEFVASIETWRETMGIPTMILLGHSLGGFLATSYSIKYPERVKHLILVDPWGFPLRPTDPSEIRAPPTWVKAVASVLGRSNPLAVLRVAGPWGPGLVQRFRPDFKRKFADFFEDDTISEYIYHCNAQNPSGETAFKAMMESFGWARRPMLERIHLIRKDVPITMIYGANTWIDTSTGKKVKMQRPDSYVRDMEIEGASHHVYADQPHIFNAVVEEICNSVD
#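 Doses – 8.92 µM, single dose · Material – wild-type mouse ABHD4 protein · Replication – single well per compound (singlicate) · Measure – percent inhibition of probe binding, normalized to plate controls · Schedule – 45 min compound pre-incubation plus 60 min probe step, 25 °C · Detection – fluorescence polarization with parallel and perpendicular emission, 525/598 nm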
# Numbers without * were called inactive; nt = not tested or not shown. Some of the compounds tested, so the mix of outcomes need not match the whole.
1) CCN(C(=O)CSc1nc2scc(-c3ccccc3)c2c(=O)n1N)C1CCS(=O)(=O)C1 (stereo unspecified)
2) NCC12CC3CC(C1)CC(c1ccc(Cl)cc1)(C3)C2
3) CCCCN1C(=O)C(C#N)CC2=C1CC(C)(C)CC2=O (stereo unspecified)
4) CC(Sc1nc2c(N)ncnc2n1CCOc1ccccc1)C(=O)O (stereo unspecified)
5) CC(=O)c1c(C)[nH]c(C(=O)NCCC2=CCCCC2)c1C
6) CCOc1ccccc1CN1CCC(Oc2ccc(C(=O)NCc3ccccn3)cc2)CC1
7) COc1ccccc1NC(=S)NCc1ccccn1
8) CC(C)(C)NC(=O)C(=O)NCc1ccccn1

Screen / compound no.,1,2,3,4,5,6,7,8
SIAE inh,-3,2,2,-1,0,0,-2,-4
rCAG RNA binder,5,16,0,3,2,-6,3,-4
HTRA1 inhibitor,5,1,4,5,-3,-3,0,-1
MBD2 inh,-7,5,-3,2,-4,-1,-10,0
LEDGF integ inh,0,-4,8,-2,-3,2,3,-8
NPR2 activator,-4,-22,0,-7,0,2,-6,0
TDP2 inh,6,1,0,6,-4,-9,-13,-1
PRMT1 FP inh,0,2,2,5,0,-2,4,0
TCR-CD3 inh,3,-7,12,3,3,-1,-3,0
mABHD4 FP,3,15,7,5,-3,-4,-7,2

# Sorted by value in LEDGF integ inh (rising): four from the list above
no.	SMILES	SIAE inh	HTRA1 inhibitor	MBD2 inh	LEDGF integ inh	NPR2 activator	TDP2 inh	PRMT1 FP inh	TCR-CD3 inh
5	CC(=O)c1c(C)[nH]c(C(=O)NCCC2=CCCCC2)c1C	0	-3	-4	-3	0	-4	0	3
1	CCN(C(=O)CSc1nc2scc(-c3ccccc3)c2c(=O)n1N)C1CCS(=O)(=O)C1 (stereo unspecified)	-3	5	-7	0	-4	6	0	3
6	CCOc1ccccc1CN1CCC(Oc2ccc(C(=O)NCc3ccccn3)cc2)CC1	0	-3	-1	2	2	-9	-2	-1
3	CCCCN1C(=O)C(C#N)CC2=C1CC(C)(C)CC2=O (stereo unspecified)	2	4	-3	8	0	0	2	12

# Three entries already listed, ordered by length of the SMILES, highest first:
3) CCCCN1C(=O)C(C#N)CC2=C1CC(C)(C)CC2=O (stereo unspecified)
8) CC(C)(C)NC(=O)C(=O)NCc1ccccn1
7) COc1ccccc1NC(=S)NCc1ccccn1

Screen / compound no.,3,8,7
SIAE inh,2,-4,-2
rCAG RNA binder,0,-4,3
HTRA1 inhibitor,4,-1,0
MBD2 inh,-3,0,-10
LEDGF integ inh,8,-8,3
NPR2 activator,0,0,-6
TDP2 inh,0,-1,-13
PRMT1 FP inh,2,0,4
TCR-CD3 inh,12,0,-3
mABHD4 FP,7,2,-7

# The list goes on.
9) CCOC(=O)c1ccc(NC(=O)CSc2nnc(COc3ccccc3)n2C)cc1
10) CCCn1c(=O)c2sccc2n2c(CCCC(=O)NCc3cccnc3)nnc12
11) COc1ccc(C2(C)NC(=O)N(CC(=O)NCCC3=CCCCC3)C2=O)cc1OC (stereo unspecified)
12) COc1cc(/C=N/NC(=O)CCN2CCCCC2)ccc1O
13) CC(=O)Nc1cccc(NC(=O)c2cccc(-c3ccc(O)cc3)c2)c1
14) CN(c1ccccc1)S(=O)(=O)c1ccc(Cl)c(C(=O)Nc2ccc(N3CCOCC3)cc2)c1
15) COc1ccc(CC(=O)OCC(=O)Nc2cccc(Br)c2)cc1
16) Cn1nnc(NC(=O)c2cccc([N+](=O)[O-])c2)n1

Screen / compound no.,9,10,11,12,13,14,15,16
SIAE inh,2,12,-5,2,-10,7,2,14
rCAG RNA binder,-4,-3,-1,-1,3,4,0,4
HTRA1 inhibitor,-10,9,-5,-1,-15,5,4,-1
MBD2 inh,-4,6,5,-5,4,-3,-1,-4
LEDGF integ inh,2,1,2,3,0,1,4,3
NPR2 activator,0,3,-14,0,-5,-7,-4,0
TDP2 inh,4,-6,-12,-1,-4,-8,0,-16
PRMT1 FP inh,-4,6,-2,-1,3,6,0,-3
TCR-CD3 inh,-5,-4,0,2,3,9,5,-7
mABHD4 FP,2,-8,-1,-7,-15,0,-4,0

17) O=C(N1CCOCC1)N(CCN1CCOCC1)Cc1cccc2ccccc12
18) O=C(CSc1nnc(-c2ccco2)c(-c2ccco2)n1)c1ccccc1
19) O=C(COC(=O)COc1cccc(Br)c1)Nc1c(Cl)cccc1Cl
20) O=S(=O)(c1ccccc1)c1nc(-c2ccc(F)cc2)oc1NCC1CCCO1 (stereo unspecified)
21) CCOc1ccc(NC(=O)c2sc3nc(C)nc(N4CCOCC4)c3c2C)cc1
22) CC(=O)N1C[C@H]2CON(C)[C@H]2C[C@H]1c1ccccc1-c1ccccc1
23) Cc1cccc(OCC(=O)Nc2cccc(C(=O)Nc3ccccc3C(=O)O)c2)c1
24) CC(c1ccccc1)c1nnc(N)s1 (stereo unspecified)

Screen / compound no.,17,18,19,20,21,22,23,24
SIAE inh,6,10,7,3,0,2,-13,-2
rCAG RNA binder,-5,75*,-1,0,-5,3,71*,0
HTRA1 inhibitor,5,27,-7,-3,-10,nt,-35,-6
MBD2 inh,-3,17*,3,1,2,-7,-1,-2
LEDGF integ inh,6,57*,1,2,-2,7,-1,0
NPR2 activator,1,1,0,1,0,3,-1,-1
TDP2 inh,6,-3,-3,4,-4,-9,6,9
PRMT1 FP inh,-4,65*,-1,-3,3,-4,2,-2
TCR-CD3 inh,-6,35*,8,-1,2,3,3,1
mABHD4 FP,-5,46*,4,-3,-14,-3,-34,0

25) O=C(NNC(=O)c1cc(Br)ccc1Cl)c1csc(N2CCOCC2)n1
26) CN(C(=O)c1cccnc1)c1nnc(-c2cccnc2)s1
27) COc1ccc(-c2noc(N3CCCC(C(=O)Nc4ccc(F)cc4F)C3)n2)cc1 (stereo unspecified)
28) CCCCN=C1NN=C(c2cccc([N+](=O)[O-])c2)CS1
29) CCCCOc1ccc(C(=O)NCCC(=O)NCCCC(=O)OCC)cc1
30) COc1cccc(N2C(=O)Nc3ccc(Br)cc3C2(O)C(=O)NCCN(C)C)c1 (stereo unspecified)
31) CC1CCCCC1NC(=O)CN1CCN(Cc2ccccc2Cl)C1=O (stereo unspecified)
32) COc1ccc(NC(=O)c2cc(C3CCCCN3C(=O)c3cc(C(C)(C)C)nn3C)on2)c(C)c1 (stereo unspecified)

Screen / compound no.,25,26,27,28,29,30,31,32
SIAE inh,-1,-5,-11,-3,-3,-4,4,0
rCAG RNA binder,2,1,0,4,-6,2,-2,-1
HTRA1 inhibitor,0,-2,-32,-2,1,-4,-4,nt
MBD2 inh,-2,0,0,-2,2,-1,3,-1
LEDGF integ inh,0,-1,-4,-4,-3,7,4,0
NPR2 activator,3,5,-6,2,0,6,0,1
TDP2 inh,1,-2,-1,4,4,5,3,-10
PRMT1 FP inh,-2,0,0,17,3,-2,1,-2
TCR-CD3 inh,0,8,-5,-4,-5,1,-2,-2
mABHD4 FP,-7,-3,-10,6,3,-4,-4,1

33) Cc1ccccc1CNS(=O)(=O)c1ccccc1[N+](=O)[O-]
34) Cc1nc(NCc2ccco2)c2c(C)c(C)sc2n1
35) COc1ccc(S(=O)(=O)Cc2ccc(C(=O)NC3CCCCC3)o2)cc1
36) COc1ccc(C(=O)N/C(=C\c2cn(C)c3ccccc23)C(=O)NCCN2CCOCC2)cc1OC
37) O=C1CCCN1CC(=O)N1CCCC(N2CCN(c3cccc(Cl)c3)CC2)C1 (stereo unspecified)
38) COc1ccc(Cl)cc1NC(=O)CCc1nnc2ccc(N3CCC4(CC3)OCCO4)nn12
39) Cc1ccc(C2(CCNCc3ccco3)CCOC(C(C)C)C2)cc1 (stereo unspecified)
40) COc1ccccc1C(=O)Nc1onc(C)c1C#N

Screen / compound no.,33,34,35,36,37,38,39,40
SIAE inh,-3,0,-5,-2,4,-7,-7,4
rCAG RNA binder,0,-1,-4,4,-6,0,-2,-3
HTRA1 inhibitor,nt,-6,-1,-1,-4,-6,-1,3
MBD2 inh,-1,0,3,-3,-1,3,3,-3
LEDGF integ inh,-1,0,-4,1,5,4,-1,0
NPR2 activator,1,3,4,-1,-1,0,-20,6
TDP2 inh,1,24,-3,-11,0,-20,-1,-6
PRMT1 FP inh,-1,1,3,-6,-9,6,4,-8
TCR-CD3 inh,3,0,-15,-5,1,-11,-1,6
mABHD4 FP,-3,17,-2,-5,-1,-16,0,0

# Copied from the list:
# cpd 36 in TCR-CD3 inh = -5
# cpd 33 in rCAG RNA binder = 0
# cpd 39 in TCR-CD3 inh = -1
# cpd 35 in mABHD4 FP = -2
# cpd 40 in NPR2 activator = 6

# More records.
41) CCC(CC)C(=O)NCCc1ccc(F)cc1
42) C#CCOCCOCCOCCNc1nc(N2CCN(C(=O)[C@H]([C@@H](C)O)n3cc(CCCCN)nn3)CC2)nc(N2CCN(C(=O)[C@H](Cc3ccc(O)cc3)n3cc(CCO)nn3)CC2)n1
43) Cc1ccc(NCc2nnc(SCC(=O)NCc3ccco3)n2CC2CCCO2)cc1Cl (stereo unspecified)
44) Cc1c(NC(=O)COc2ncnc3c(Cl)cc(Cl)cc23)c(=O)n(-c2ccccc2)n1C
45) CCOC(=O)NC(=O)CSc1nc(C)cc(C)c1C#N
46) O=C(Nc1ccc(Cl)cc1)c1cnc(-c2ccccc2)nc1-c1ccccc1
47) CC1(C)C(=O)OC(C(=O)c2ccc(C(C)(C)C)cc2)C(C)(C)C1=O (stereo unspecified)
48) CCOC(=O)N1CCN(C(=O)c2ccc(CS(=O)Cc3ccc(C)cc3)o2)CC1 (stereo unspecified)

Screen / compound no.,41,42,43,44,45,46,47,48
SIAE inh,-5,-3,-6,-1,1,-5,3,-5
rCAG RNA binder,1,10,-2,5,-2,3,-7,-9
HTRA1 inhibitor,-2,1,-1,0,0,-2,-7,-2
MBD2 inh,1,-2,0,8,0,0,-6,4
LEDGF integ inh,-3,2,-2,-1,-1,-2,-1,-4
NPR2 activator,2,7,4,-1,-4,2,0,1
TDP2 inh,11,-4,-4,-8,4,3,-13,2
PRMT1 FP inh,0,1,-1,-1,0,2,0,3
TCR-CD3 inh,5,6,1,-3,6,-8,12,-2
mABHD4 FP,-2,0,1,-2,-2,3,0,7

49) CCC(C)NC(=O)c1cn(-c2cccc(C)n2)cn1 (stereo unspecified)
50) O=[N+]([O-])c1cccc2c(Cl)ccnc12
51) COc1ccc(CNC(=O)C[C@H]2C[C@H](C(=O)N(C(C)C)C(C)C)[C@@]3(C)c4[nH]c5cc(CCC(=O)N(C)C)ccc5c4CCN3C2=O)cc1OC
52) CCCc1ccc(C(=O)[C@@H]2[C@@H](C(C)=O)N3c4ccc(F)cc4C=C[C@@H]3[C@@]23C(=O)Nc2ccccc23)cc1

Screen / compound no.,49,50,51,52
SIAE inh,1,-2,-3,-4
rCAG RNA binder,-2,1,0,16
HTRA1 inhibitor,0,-3,-3,-32
MBD2 inh,0,0,-9,-7
LEDGF integ inh,-1,2,6,3
NPR2 activator,-2,-1,-2,-2
TDP2 inh,-3,7,-12,7
PRMT1 FP inh,1,1,-5,7
TCR-CD3 inh,-2,3,1,-2
mABHD4 FP,7,0,-10,2
